# Assay outcomes from PubChem.
# PfHsp40 rescue = restores yeast growth despite PfHsp40 toxicity. S. cerevisiae expressing PfHsp40, growth rescue, ATP luminescence. growth rescue, % at 12.5 µM. 0.68% of 340,000 active. AID 504582; in the data active = growth rescue above about 28%, passing the limit was not always enough; inconclusive = no clear call, values can overlap the other calls;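 note: yeast W303a lacking pdr1 and pdr3 grown in galactose medium; growth measured after three days at 30 °C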
# Mtb BioA inh = blocks M. tuberculosis BioA enzyme activity; purified M. tuberculosis BioA enzyme, plate reader; inhibition, % at 9.99 µM; 0.096% of 360,000 active; in the data active = inhibition above about 40%; inconclusive = no clear call, values can overlap the other calls
# FadD28 FP inh = blocks FadD28 binding to the bisubstrate probe | fluorescence polarization | 0.22% of 360,000 active | inhibition, % at 12.5 µM | AID 588549; in the data active = inhibition above about 8.5%, passing the limit was not always enough; inconclusive = no clear call, values can overlap the other calls
# GDH-TPI counter = counter-screen for M. tuberculosis FBA inhibitors: GDH-TPI coupled enzymes | GDH-TPI coupled enzyme counterscreen, NADH absorbance | inhibition, % at 4.8 µM | 1.2% of 360,000 active; in the data active = inhibition above about 30%;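 note: 0% = DMSO wells and 100% = wells lacking the enzyme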
# BoNT-A LC inh2 = inhibitors of Botulinum neurotoxin A light chain protease | multiplex microsphere protease substrate cleavage, flow cytometry | inhibition, % at 10 µM | 0.17% of 360,000 active; note: plate controls were buffer without enzyme for full effect and enzyme alone for no effect
# UGM FP inh = blocks M. tuberculosis UGM enzyme | purified UGM, fluorescence polarization probe displacement | 0.06% of 320,000 active | inhibition, % at 10 µM | P9WIQ1; in the data active = inhibition above about 10%, passing the limit was not always enough; inconclusive = no clear call, values can overlap the other calls
# Target sequence (P9WIQ1 whole entry, looked up): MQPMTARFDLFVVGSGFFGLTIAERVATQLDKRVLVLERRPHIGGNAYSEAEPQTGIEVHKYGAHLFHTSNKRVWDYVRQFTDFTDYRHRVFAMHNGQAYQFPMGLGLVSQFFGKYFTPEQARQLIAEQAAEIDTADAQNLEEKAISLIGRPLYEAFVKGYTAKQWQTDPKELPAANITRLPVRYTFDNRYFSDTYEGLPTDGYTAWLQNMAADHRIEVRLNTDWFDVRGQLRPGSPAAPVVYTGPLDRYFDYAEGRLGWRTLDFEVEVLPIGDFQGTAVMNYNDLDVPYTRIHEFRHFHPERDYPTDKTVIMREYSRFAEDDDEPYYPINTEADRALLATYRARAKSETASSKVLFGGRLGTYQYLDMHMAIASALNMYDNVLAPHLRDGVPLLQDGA
# BoNT-F LC inh = BoNT F light chain protease inhibition; inhibition, % at 10 µM; 0.22% of 360,000 active; Multiplex microsphere protease cleavage assay, flow cytometry; AID 588497; in the data active = inhibition above about 35%, passing the limit was not always enough; inconclusive = no clear call, values can overlap the other calls; note: plate controls were buffer without enzyme for full effect and enzyme alone for no effect
# Anthrax LF inh2 = blocks Bacillus anthracis lethal factor protease | P15917 | multiplex microsphere protease cleavage assay, LF | inhibition, % at 10 µM | 0.12% of 360,000 active | AID 588501; note: plate controls were buffer without enzyme for full effect and enzyme alone for no effect
# Mtb FBA inh = inhibits M. tuberculosis FBA enzyme; P9WQA3; purified M. tuberculosis FBA, fluorescence read-out; inhibition, % at 1 µM; 2.3% of 360,000 active; AID 588726; in the data active = inhibition above about 27%;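 note: 0% = vehicle and 100% = reference inhibitor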
# Target sequence (P9WQA3 whole entry, looked up): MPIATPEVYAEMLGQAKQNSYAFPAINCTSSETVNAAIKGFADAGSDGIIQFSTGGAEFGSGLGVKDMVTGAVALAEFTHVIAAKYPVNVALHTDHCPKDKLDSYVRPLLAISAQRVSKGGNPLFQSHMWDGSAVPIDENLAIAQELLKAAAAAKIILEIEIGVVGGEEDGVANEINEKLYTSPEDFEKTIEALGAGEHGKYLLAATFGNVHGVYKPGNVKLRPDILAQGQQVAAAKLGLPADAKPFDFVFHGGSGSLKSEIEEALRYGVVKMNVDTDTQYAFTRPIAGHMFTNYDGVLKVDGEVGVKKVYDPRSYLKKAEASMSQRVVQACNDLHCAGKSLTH
# An asterisk follows results filed as active; ? = inconclusive; . = no result given. Cut-off read from the data, not from the text of the source, unless noted: active = inhibition above about 30%; inconclusive = no clear call, values can overlap the other calls; inactive = below that. The order is random; overall some 4.7% were active at least once.
cpd	canonical_smiles	PfHsp40 rescue	Mtb BioA inh	FadD28 FP inh	GDH-TPI counter	BoNT-A LC inh2
1	CC(C)(C)OC(=O)N1CCC(NC(=O)c2nc[nH]c2C(=O)NCc2ccccc2)CC1	1.0	-2.4	-4.6	-4.3	2.1
2	O=C(CN(C(=O)c1csnn1)c1ccccc1C(F)(F)F)NC1CCCCC1	-0.2	-2.4	0.0	1.1	1.4
3	CCCC(=O)N(Cc1cc(=O)[nH]c2ccccc12)c1ccccc1C	0.2	0.9	.	5.7	1.2
4	O=C(COC(=O)c1cc(Br)ccc1O)Nc1cccnc1Cl	.	.	-1.1	8.5	-0.9
5	FC(F)Oc1ccccc1C1CC(c2ccc(Br)s2)Nc2ncnn21 (configuration not stated)	0.3	39.7	-4.7	5.7	-1.1
6	Cc1ccc(C)c(Sc2ccc(NC(=O)CCN3C(=O)NC4(CCCC4)C3=O)cc2)c1	31.5*	-0.5	-9.9	2.5	.
7	Cc1cnc(NC(=O)CSc2ncc(-c3ccccc3)n2Cc2ccco2)s1	-0.4	-0.1	-2.1	1.8	-0.9
8	Cc1ccc(O)c(N=NC2=C(O)CC(C)(C)CC2=O)c1	7.6	6.9	-0.7	11.8	-0.4
9	CCOC(=O)c1c(NC(=O)CN2C(=O)NC3(CCC(C)CC3)C2=O)sc(C(=O)N(C)C)c1C (configuration not stated)	-0.8	-1.0	-3.4	4.8	0.6
10	C/C(=N\NC(=O)c1ccc2c(c1)OCO2)c1ccc(NS(C)(=O)=O)cc1	-0.7	0.4	-2.7	36.0*	-6.7
11	COc1ccc(CNc2nc3nc(C)c(Cl)c(=O)n3[nH]2)cc1OC	-0.7	.	-0.3	-5.5	0.0
12	Cc1ccc(C(=O)Nc2ncccc2O)o1	1.7	0.3	-2.1	14.0	1.0

cpd	UGM FP inh	BoNT-F LC inh	Anthrax LF inh2	Mtb FBA inh
1	-0.5	-12.4	-5.9	-3.2
2	-0.8	-23.5	10.2	-2.7
3	-1.3	-13.1	-2.4	0.7
4	-1.4	-7.5	-6.6	3.0
5	1.0	-3.3	0.6	1.9
6	3.3	.	.	-2.8
7	2.1	-3.2	-1.7	-2.6
8	2.0	-2.9	-1.8	-5.5
9	-1.2	-7.0	-3.4	0.0
10	2.3	?	-12.2	-4.3
11	-0.4	-3.8	-2.6	-3.1
12	0.4	6.7	-4.8	4.1

# Later entries.
cpd	canonical_smiles	PfHsp40 rescue	Mtb BioA inh	FadD28 FP inh	GDH-TPI counter	BoNT-A LC inh2
13	Cn1c(=O)oc2cc(S(=O)(=O)NCCN3CCN(c4ccccc4F)CC3)ccc21	0.4	-0.5	-2.7	1.9	-0.8
14	O=C(CNS(=O)(=O)c1ccc(F)cc1)N1CCCCCC1	0.3	.	-3.7	1.6	-0.7
15	Cc1ccc(C(=O)NCC(=O)OCC(=O)/C=C2\N(C)c3ccccc3C2(C)C)cc1C	5.0	0.0	-2.8	18.7	2.6
16	Cc1nn(CCc2nn[nH]n2)c2nc(C(F)(F)F)cc(C(F)(F)F)c12	-2.0	-1.3	-1.5	-10.5	0.0
17	O=S(=O)(NCc1cccnc1)c1cc(Cl)ccc1Cl	-0.3	.	-1.0	-0.7	34.2*
18	CCN(c1ccccc1)S(=O)(=O)c1cc(C(=O)Nc2ccc(Br)cc2)ccc1F	0.5	.	-0.6	-0.7	0.0
19	COc1ccccc1C(=O)CSc1n[nH]c(N)n1	0.9	.	-4.0	-4.1	3.1
20	O=C(O)c1ccc(OC(F)(F)C(F)C(F)(F)F)cc1 (configuration not stated)	0.5	0.4	-1.4	-6.9	0.8
21	COc1ccc(S(=O)(=O)N2CCC(C(=O)N[C@@H](C)C(=O)NCc3ccccn3)CC2)cc1	.	4.9	-0.7	-13.3	-0.9
22	O=C(Nc1ccc(Br)cc1)c1cc(S(=O)(=O)Nc2ccccn2)ccc1Cl	0.5	0.5	.	-3.4	-0.3
23	O=C(CN1CCCCC1)Nc1ccc(S(=O)(=O)N2CCCCCC2)cc1	0.5	-1.0	0.6	10.8	0.1
24	CC1=C(C(=O)N(C)C)CC(CC(=O)NCCCCc2ccccc2)C(=O)N1CCC1=CCCCC1 (configuration not stated)	.	0.0	-1.0	3.1	-0.3

cpd	UGM FP inh	BoNT-F LC inh	Anthrax LF inh2	Mtb FBA inh
13	-0.9	-14.8	-9.3	-1.4
14	-1.6	-5.9	0.9	2.0
15	-1.1	-6.8	0.1	7.4
16	1.7	-1.8	-2.8	39.2*
17	1.7	37.1*	-28.6	2.2
18	-3.5	-0.6	1.1	-0.1
19	1.1	25.1	2.1	-1.4
20	0.0	3.6	-2.9	1.7
21	.	-4.9	-3.0	-1.5
22	4.8	-2.2	-1.7	-2.6
23	-0.7	-1.1	-0.6	4.1
24	.	-6.7	-6.7	1.3

# Ordered by molar mass (smallest number first): three of the compounds above.
cpd	canonical_smiles	PfHsp40 rescue	Mtb BioA inh	FadD28 FP inh	GDH-TPI counter	BoNT-A LC inh2
3	CCCC(=O)N(Cc1cc(=O)[nH]c2ccccc12)c1ccccc1C	0.2	0.9	.	5.7	1.2
2	O=C(CN(C(=O)c1csnn1)c1ccccc1C(F)(F)F)NC1CCCCC1	-0.2	-2.4	0.0	1.1	1.4
6	Cc1ccc(C)c(Sc2ccc(NC(=O)CCN3C(=O)NC4(CCCC4)C3=O)cc2)c1	31.5*	-0.5	-9.9	2.5	.

cpd	UGM FP inh	BoNT-F LC inh	Anthrax LF inh2	Mtb FBA inh
3	-1.3	-13.1	-2.4	0.7
2	-0.8	-23.5	10.2	-2.7
6	3.3	.	.	-2.8

# 3 records picked at random from the list so far:
cpd	canonical_smiles	PfHsp40 rescue	Mtb BioA inh	FadD28 FP inh	GDH-TPI counter	BoNT-A LC inh2
17	O=S(=O)(NCc1cccnc1)c1cc(Cl)ccc1Cl	-0.3	.	-1.0	-0.7	34.2*
4	O=C(COC(=O)c1cc(Br)ccc1O)Nc1cccnc1Cl	.	.	-1.1	8.5	-0.9
21	COc1ccc(S(=O)(=O)N2CCC(C(=O)N[C@@H](C)C(=O)NCc3ccccn3)CC2)cc1	.	4.9	-0.7	-13.3	-0.9

cpd	UGM FP inh	BoNT-F LC inh	Anthrax LF inh2	Mtb FBA inh
17	1.7	37.1*	-28.6	2.2
4	-1.4	-7.5	-6.6	3.0
21	.	-4.9	-3.0	-1.5

# The results go on.
cpd	canonical_smiles	PfHsp40 rescue	Mtb BioA inh	FadD28 FP inh	GDH-TPI counter	BoNT-A LC inh2
25	COc1ccc(/C=C/C(=O)OCC(=O)N2c3ccccc3CC2C)c(OC)c1 (configuration not stated)	.	-0.9	0.6	21.0	-0.9
26	Cc1cc(Nc2cccc(C(F)(F)F)c2)n2nc(C)nc2n1	-0.7	4.7	-2.5	5.3	0.0
27	C=CCOC(=O)C1=C(C)Nc2nc3ccccc3n2C1c1ccncc1 (configuration not stated)	0.0	.	-3.7	13.7	-0.1
28	c1csc(Cn2nnnc2CN2CCN(c3nc4ccccc4s3)CC2)c1	1.6	5.0	-0.2	8.0	1.0
29	CC(=O)OCC12COC3c4ccccc4OC(C)(CC1C)C3C2C (configuration not stated)	-1.2	1.4	-1.3	-1.3	-0.7
30	CCC(=O)Nc1ccnc(-c2cccnc2)n1	1.5	0.0	-1.6	5.4	-1.6
31	COC(=O)c1c(C)[nH]c(O)c1C=Nc1ccc(Oc2ccccc2)cc1	-0.2	.	1.2	8.5	-0.3
32	CCCCN(C)C(=O)c1cc2cc([N+](=O)[O-])cc(OC)c2oc1=O	-3.5	-1.5	-2.1	5.0	0.3
33	COc1cc2[nH]c(-c3ccc(C)cc3)cc(=O)c2cc1OC	0.5	-2.6	-5.6	25.1	-0.2
34	CC1=C(C(=O)OCC2CCCO2)C(c2cccc(O)c2)NC(=O)N1 (configuration not stated)	-0.3	0.1	-1.1	3.3	-1.2
35	CCOC(=O)C1CCCN(c2cc(=O)n(Cc3ccc(F)cc3)c(=O)[nH]2)C1 (configuration not stated)	1.2	-1.1	-2.8	-8.3	-0.2
36	NC(=O)COC(=O)c1ccccc1OCc1ccccc1	-0.5	.	0.6	3.5	0.2

cpd	UGM FP inh	BoNT-F LC inh	Anthrax LF inh2	Mtb FBA inh
25	.	6.7	-10.0	-2.1
26	.	-0.9	-2.0	-1.5
27	2.7	-2.9	6.3	2.4
28	1.9	5.9	1.9	2.5
29	-2.7	0.6	-3.8	1.1
30	1.9	-17.6	-2.1	-0.6
31	-6.7	-7.9	-1.9	-2.9
32	0.3	-1.0	-7.7	-4.6
33	1.9	-5.0	-2.7	58.2*
34	-0.9	-6.0	0.9	1.4
35	-2.7	-6.3	1.5	-0.8
36	-4.5	1.0	-8.7	2.4

# (cont.)
cpd	canonical_smiles	PfHsp40 rescue	Mtb BioA inh	FadD28 FP inh	GDH-TPI counter	BoNT-A LC inh2
37	Nc1nc2n(n1)C(c1ccc(F)cc1)CC(c1ccc(F)cc1)N2 (configuration not stated)	-2.4	-0.4	-2.5	0.6	1.4
38	COc1cc(/C=C2/SC(=S)N(Cc3ccccc3)C2=O)ccc1O	-0.3	-0.2	-1.7	6.5	30.2*
39	Cc1onc(-c2ccccc2)c1C(=O)N1CCC(C)(C(=O)NS(=O)(=O)C2CC2)C1 (configuration not stated)	.	-1.5	-3.3	4.0	0.2
40	Cc1ccc2cc(C(c3nnnn3Cc3ccccc3)N3CCc4ccccc43)c(=O)[nH]c2c1 (configuration not stated)	0.1	-1.0	1.1	-4.3	0.6
41	CCOc1cccc(-c2nnc3n2N=C(c2cc(OC)ccc2OC)CS3)c1	1.0	-0.9	-3.0	15.1	0.1
42	Cc1cccc(CN2CCN(C(=S)Nc3ccccc3)CC2)c1	-0.7	.	-1.7	-2.9	-0.3
43	COc1cccc2cc(C(=O)C3=C(O)C(=O)N(CCN4CCOCC4)C3c3ccc(C)o3)oc12 (configuration not stated)	0.4	-1.1	-0.7	12.6	0.2
44	O=C(CCN1CCOCC1)Nc1cc(C(=O)Nc2ccc(Cl)cc2)ccc1N1CC2CC(C1)c1cccc(=O)n1C2 (configuration not stated)	-0.7	14.1	2.4	6.6	0.2
45	Cc1c(N2C(=O)CS/C2=N\N=C\c2ccccc2O)c(=O)n(-c2ccccc2)n1C	-0.2	-0.4	-0.2	31.6*	?
46	COc1ccc(-c2ccc(OC)cc2)cc1	0.0	-0.5	-2.9	10.4	0.0
47	CC(CNC(=O)CN1C(=O)NC2(CCCCC2)C1=O)c1ccccc1 (configuration not stated)	0.2	-1.1	-3.2	4.8	0.3

cpd	UGM FP inh	BoNT-F LC inh	Anthrax LF inh2	Mtb FBA inh
37	-1.5	3.5	-0.4	3.4
38	-2.7	22.2	15.3	-14.4
39	.	4.6	-1.1	-1.5
40	2.2	0.9	0.2	5.5
41	-1.2	-11.5	-7.3	-10.6
42	5.6	-3.5	3.2	0.9
43	2.7	-0.5	-1.8	0.9
44	-0.6	1.8	2.8	0.8
45	1.4	-2.9	-3.3	-0.9
46	-1.2	?	6.6	2.7
47	.	-0.7	-2.4	0.1
